# Assay outcomes deposited in PubChem BioAssay by Sanford-Burnham Center for Chemical Genomics.
# Jurkat NFkB inh: inhibitors of the PMA/ionomycin-induced NF-kB reporter in Jurkat cells; PMA/ionomycin-induced NF-kB luciferase reporter, luminescence; inhibition, % at 4 µM; hit rate 0.53% among 330,000; in the data active means inhibition above about 50%
# XBP1 UPR activ: adaptive UPR (XBP1) activation | CHO-XBP1 luciferase reporter, IRE1-XBP1 UPR activation, luminescence; percent of tunicamycin response, DMSO as zero | activation, % at 20 µM | hit rate 0.33% among 330,000;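 active means versus positive control, 20 µM dose yields 30% or more activation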;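 further: 100% = tunicamycin at 10 µg/mL and 0% = DMSO only wells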
#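 Signal: luciferase luminescence; Assay system: CHO-XBP1 luciferase reporter cells; Amount: one thousand reporter cells per well; Dosing: 20 µM single concentration, DMSO 1%; Benchmarks: high control tunicamycin 10 µg/mL final, low control DMSO vehicle only; Schedule: 6 h compound exposure at 37 °C, 5% CO2; Evaluation: percent activation relative to tunicamycin reference.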
# Mdm2-MdmX inh: disrupts the human Mdm2-MdmX interaction; AID 485346; O15151+Q00987; hit rate 3% among 330,000; SaOS-2 split-luciferase Mdm2/MdmX complementation, luminescence; inhibition, % at 8 µM;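 active means inhibition of at least 50% at 8 µM in the primary screen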
# Target sequence (O15151 whole entry, looked up): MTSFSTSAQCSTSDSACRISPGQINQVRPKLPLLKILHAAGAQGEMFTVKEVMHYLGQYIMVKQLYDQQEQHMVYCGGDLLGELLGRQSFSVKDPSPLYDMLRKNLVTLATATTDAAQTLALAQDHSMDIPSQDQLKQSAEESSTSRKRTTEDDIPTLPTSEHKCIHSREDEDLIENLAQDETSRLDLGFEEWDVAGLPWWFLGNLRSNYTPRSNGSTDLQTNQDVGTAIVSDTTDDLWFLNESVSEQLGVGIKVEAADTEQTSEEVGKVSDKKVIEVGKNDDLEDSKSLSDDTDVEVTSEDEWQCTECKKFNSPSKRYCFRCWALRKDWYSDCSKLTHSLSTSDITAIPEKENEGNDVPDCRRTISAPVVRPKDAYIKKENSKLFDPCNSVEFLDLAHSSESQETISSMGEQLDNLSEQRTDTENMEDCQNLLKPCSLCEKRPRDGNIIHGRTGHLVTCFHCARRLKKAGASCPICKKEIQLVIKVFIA
# Target sequence (Q00987 whole entry, looked up): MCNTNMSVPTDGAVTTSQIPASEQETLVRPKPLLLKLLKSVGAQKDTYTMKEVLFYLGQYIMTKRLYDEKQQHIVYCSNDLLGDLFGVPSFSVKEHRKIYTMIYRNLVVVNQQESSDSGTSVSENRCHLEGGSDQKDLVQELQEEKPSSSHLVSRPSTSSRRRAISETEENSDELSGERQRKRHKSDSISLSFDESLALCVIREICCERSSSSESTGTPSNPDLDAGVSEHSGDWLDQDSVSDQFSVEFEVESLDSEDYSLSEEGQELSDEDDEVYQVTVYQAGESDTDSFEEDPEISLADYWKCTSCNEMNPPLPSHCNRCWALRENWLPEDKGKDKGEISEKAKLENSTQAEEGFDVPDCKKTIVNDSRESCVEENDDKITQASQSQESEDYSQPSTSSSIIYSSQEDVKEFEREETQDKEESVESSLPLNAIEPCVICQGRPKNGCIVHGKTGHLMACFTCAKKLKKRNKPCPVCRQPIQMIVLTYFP
# tim23-1 inh: growth inhibitors of tim23-1 mutant yeast. S. cerevisiae tim23-1 growth, BacTiter-Glo luminescence, 24 h. inhibition, % at 20 µM. hit rate 1.3% among 330,000. AID 463212;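 active means growth inhibition of the mutant yeast at or above 50%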;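 further: temperature-sensitive mutant grown at 25 °C; plate controls were DMSO-treated mutant yeast for no effect and medium wells lacking yeast for full effect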
# APJ agonist: agonists of human APJ apelin receptor; P35414; CHO-K1 APJ PathHunter beta-arrestin, luminescence; 0% DMSO wells, 100% apelin; activation, % at 20 µM; hit rate 0.11% among 330,000;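 active means activation more than six SD over the plate average, tested at 20 µM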;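 further: 0% = DMSO alone and 100% = apelin-13 at 10 nM; some results filed as inactive read as strong as hits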
#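 Test system: CHO-K1 APJ beta-arrestin complementation cell line. Amount: cell density 1000 per well. Controls: DMSO negative, 10 nM Apelin-13 positive. Signal: luminescent beta-gal fragment complementation, chemiluminescent substrate. Read-out basis: agonist-driven arrestin binding to APJ. Timing: compound stimulation 90 min at 25 °C, detection 60 min.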
# APJ antag: blocks the human apelin receptor APJ; inhibition, % at 20 µM; hit rate 0.32% among 330,000; P35414; CHO-K1 APJ beta-arrestin complementation, luminescence;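 active means inhibition above about 40% at 20 µM, limit read from the data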;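 further: cells challenged with 10 nM apelin-13 agonist together with compound; plate controls were apelin-13 plus DMSO wells for no effect and DMSO wells lacking apelin-13 for full effect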
# UPR CHOP act: activators of apoptotic arm of unfolded protein response (CHOP); CHO-CHOP luciferase reporter, UPR activation, luminescence; percent of tunicamycin response over DMSO baseline; activation, % at 10 µM; hit rate 0.34% among 330,000; AID 449763;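 active means at 10 µM dose, activation of 40% or more, normalized to positive control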;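 further: 100% = tunicamycin at 10 µg/mL and 0% = DMSO alone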
#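 Test system: CHO CHOP reporter cells. Input: 500 CHO-CHOP cells per well. Medium: F12 with 10% FBS. Technique: luciferase luminescence. Measure: percent activation relative to tunicamycin control. Dosing: 10 µM compound, 0.5% DMSO. Timing: 16-18 h cell attachment, then 6 h compound exposure, 37 °C.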
# 697 NFkB inh: inhibitors of the PMA/ionomycin-induced NF-kB reporter in 697 B cells; 697 B-cell NF-kB luciferase reporter, 16 h; hit rate 0.33% among 330,000; inhibition, % at 4 µM; in the data active means inhibition above about 35%
# * marks the source's active call; other numbers are inactive results.
# Screens in order: Jurkat NFkB inh, XBP1 UPR activ, Mdm2-MdmX inh, tim23-1 inh, APJ agonist, APJ antag, UPR CHOP act, 697 NFkB inh
Cc1ccc(-n2nc3ccc(NC(=O)/C=C/c4ccco4)cc3n2)cc1
    -24.4, 3.3, -102.9, 17.6, -0.5, -3.0, 2.7, -56.9
Cc1cc(=O)oc2ccc(OCC(=O)N3CCc4ccccc43)cc12
    9.7, -1.9, 0.3, 3.7, 6.0, 4.5, -0.7, -6.9
O=C(COC(=O)C1COc2ccccc2O1)NC1CCCCC1 (stereo not drawn)
    3.2, 0.9, -13.5, 13.8, -3.6, 5.0, -0.3, 0.6
CCCCc1c(C)c(C#N)c2nc3ccccc3n2c1NCCN(C)C
    7.2, -4.8, 3.7, 65.3*, -1.8, 14.0, -1.2, -22.6
CC(C)N=C(NC#N)SCc1ccc(Br)cc1
    -3.7, -0.2, -9.2, 26.3, -11.9, 0.6, -1.0, 0.1
CCCCN(C)CCNC(=O)C1CCCN(S(=O)(=O)c2cccc3nsnc23)C1 (stereo not drawn)
    -2.6, -4.9, 2.9, -13.8, -2.0, 20.4, -1.2, -9.3
CN1C(=O)C(CC(=O)Nc2ccc(Cl)cc2)N(Cc2ccco2)C1=S (stereo not drawn)
    -14.3, -0.2, 12.2, 9.7, -3.6, 2.9, 1.3, -7.5
Nc1nc2n(n1)C(c1cccs1)CC(c1ccc(F)cc1)N2 (stereo not drawn)
    9.6, 0.7, -26.9, 24.0, -3.7, 7.1, -1.4, -6.5
NS(=O)(=O)c1ccc(NCc2cc(Cl)ccc2OCc2ccccc2F)cc1
    20.2, 0.6, 17.8, 29.3, -2.8, -4.6, 1.5, 14.3
Cc1ccnc(SCC(=O)n2c3c(c4ccccc42)CC(C)CC3)n1 (stereo not drawn)
    -1.2, -1.9, 11.0, 22.2, -0.6, -3.5, 0.7, -3.3
Cc1ccc(S(=O)(=O)N2CCOC2CNC(=O)C(=O)NCc2ccc3c(c2)OCO3)cc1 (stereo not drawn)
    1.2, -0.6, 1.7, 6.9, -4.6, 11.5, 3.6, 10.2
O=S(=O)(NCCc1csc(-c2cccnc2)n1)c1cc(F)ccc1F
    -23.2, -2.3, 11.3, 26.1, 1.3, -16.3, -0.5, 18.7
O=C(Cn1c(CO)nc2ccccc21)NCCc1ccccc1
    -2.1, -1.7, -0.6, -2.7, 0.2, -22.0, 0.4, 9.0
COc1ccc(/C=N/n2c(SC)nnc2-c2ccccc2)cc1C
    27.5, -3.3, 32.2, 28.3, -0.2, 8.4, -1.5, -0.5
COC(=O)c1ccccc1-c1ccc(/C=N/NC(=O)c2cc3ccccc3o2)o1
    -7.1, -2.4, 20.1, 46.1, 0.9, -10.1, -0.2, 8.6
Cc1cc2c(=O)oc(-c3ccc(Br)cc3)nc2s1
    8.5, 1.2, -13.3, 14.7, -3.9, 3.0, 4.5, -42.8
COc1ccc(N2CCN(C(=O)COC(=O)COc3cc(C)cc(C)c3)CC2)cc1
    -5.3, -3.6, 4.8, 5.8, -2.9, 7.5, 0.8, -0.3
CCc1cccc(CC)c1NC(=O)COC(=O)CC1c2ccccc2CCN1S(=O)(=O)c1ccccc1 (stereo not drawn)
    -6.4, 0.3, 7.8, 30.3, -2.7, -4.1, 1.7, 1.8
O=C(CNC(=O)c1ccc(OC(F)F)cc1)NC1CCCc2ccccc21 (stereo not drawn)
    -2.0, -2.3, 10.1, 9.3, -4.8, 14.5, 1.1, -10.6
COc1ccc2cc(C(c3nnnn3Cc3ccc(F)cc3)N3CCCCCC3)c(=O)[nH]c2c1 (stereo not drawn)
    11.9, -3.0, 26.6, 4.2, -3.5, -11.5, -1.9, 7.0
COc1ccc(CCNC(=O)CCC(=O)n2ncc3ccc(Cl)cc32)cc1OC
    2.5, 0.8, 19.8, 14.5, 3.7, 1.7, -0.4, 6.7
CCNC(=O)C1CCCN(c2nc(C)cc(C)n2)C1 (stereo not drawn)
    -2.4, -3.6, 16.7, 5.8, -1.5, 14.4, -0.8, 9.7
Cc1ccccc1CN1CCC(N2CCC(C(=O)NCC3CCCO3)CC2)CC1 (stereo not drawn)
    22.4, -0.7, 29.9, 5.5, -7.2, 7.9, 1.4, 0.7
Cc1ccc(C(=O)O/N=C2\CCCc3ccccc32)cc1
    -26.6, -3.6, -9.8, 20.1, -1.3, -16.3, 1.3, -30.5
COc1ccc(CN2CCOCCOCCOCC2)cc1
    7.0, -1.6, 5.4, 5.8, 0.8, -9.3, 0.1, -2.5
Cc1cccc(OCC(=O)N(Cc2cccs2)C2CCS(=O)(=O)C2)c1 (stereo not drawn)
    -7.7, -2.7, 12.6, 8.9, -2.3, 2.0, 3.0, 21.0
C/C(=N\Nc1cc(N2CCOCC2)ncn1)c1ccc(O)cc1
    -8.5, 3.0, 14.0, -5.3, 0.4, 21.0, 1.5, 7.5
CO/C([O-])=N/c1c[n+](-c2ccc(C)cc2)no1
    -16.0, -0.4, 0.4, 20.7, -1.0, -9.1, 4.0, -28.0
COC(=O)Cn1c(=O)c2c(nc(Br)n2Cc2ccccc2Cl)n(C)c1=O
    -14.8, -1.8, 3.7, 7.7, 1.5, 1.7, -0.1, 10.9
Cc1occc1C(=O)Nc1ccc2c(c1)CCC2
    -117.1, 0.9, -127.6, 21.4, -1.5, -3.9, 5.7, -112.2

# Reformatted: 3 of the compounds above
mol: Cc1cc(=O)oc2ccc(OCC(=O)N3CCc4ccccc43)cc12
  Jurkat NFkB inh: 9.7 | XBP1 UPR activ: -1.9 | Mdm2-MdmX inh: 0.3 | tim23-1 inh: 3.7 | APJ agonist: 6.0 | APJ antag: 4.5 | UPR CHOP act: -0.7 | 697 NFkB inh: -6.9
mol: O=C(COC(=O)C1COc2ccccc2O1)NC1CCCCC1 (stereo not drawn)
  Jurkat NFkB inh: 3.2 | XBP1 UPR activ: 0.9 | Mdm2-MdmX inh: -13.5 | tim23-1 inh: 13.8 | APJ agonist: -3.6 | APJ antag: 5.0 | UPR CHOP act: -0.3 | 697 NFkB inh: 0.6
mol: CCCCc1c(C)c(C#N)c2nc3ccccc3n2c1NCCN(C)C
  Jurkat NFkB inh: 7.2 | XBP1 UPR activ: -4.8 | Mdm2-MdmX inh: 3.7 | tim23-1 inh: 65.3* | APJ agonist: -1.8 | APJ antag: 14.0 | UPR CHOP act: -1.2 | 697 NFkB inh: -22.6

# The results go on:
Structure	Jurkat NFkB inh	XBP1 UPR activ	Mdm2-MdmX inh	tim23-1 inh	APJ agonist	APJ antag	UPR CHOP act	697 NFkB inh
CC(=O)Nc1cccc(/C(C)=N/NC(=O)c2cccc(S(=O)(=O)N3CCOCC3)c2)c1	9.8	1.2	26.0	-3.5	-1.4	18.5	0.8	15.6
COc1ccc(NC(=O)CCc2nc(-c3ccccc3F)no2)cc1	13.6	-2.8	16.8	9.1	-4.2	9.6	-3.6	10.9
CCOC(=O)c1cc2cc(OCc3ccccc3)ccc2nc1C	-0.1	5.4	18.2	-40.2	-1.5	6.3	0.4	13.6
COc1cccc(NC(=O)COC(=O)CCC2CCCC2)c1	7.1	0.2	-17.2	22.6	-4.0	3.3	-0.7	25.3
COc1ccc(Nc2nc(C)nc3c2nnn3Cc2ccccc2Cl)c(OC)c1	7.1	-4.9	-0.5	1.3	-1.3	12.1	0.8	-13.5
O=C(c1ccc([N+](=O)[O-])cc1)N1CCSC1c1ccccc1Cl (stereo not drawn)	-1.7	-2.6	6.6	15.6	2.9	-13.4	0.4	17.6
CCOC(=O)C1CCN(C(=S)Nc2ccccc2)CC1	13.7	1.1	-7.6	1.3	-1.9	-1.4	3.2	5.1
Clc1ccccc1CSc1nnc(-c2cccnc2)n1Cc1ccco1	5.7	0.7	-45.3	30.1	-2.0	0.5	0.5	-0.8
CCCCSc1nc2ccccc2n1CC(=O)O	0.4	-0.9	13.0	-3.3	0.3	15.3	-0.5	1.3
Cc1ccc(CSCC(=O)N(C)CC(=O)Nc2ccccc2C(F)(F)F)cc1	18.0	-2.8	18.6	16.7	12.1	15.2	0.1	7.0
COc1cccc(Cn2nnc(C(=O)NCc3ccc(F)cc3)c2N)c1	2.9	-2.8	16.2	-16.9	0.3	-40.6	2.6	1.8
CCn1c(SCC(=O)N2CCN(c3cccc(Cl)c3)CC2)nc2ccccc2c1=O	11.9	-2.6	-14.2	1.5	-2.5	11.2	-1.2	8.7

# Further results
Structure	Jurkat NFkB inh	XBP1 UPR activ	Mdm2-MdmX inh	tim23-1 inh	APJ agonist	APJ antag	UPR CHOP act	697 NFkB inh
CCc1cc(=O)oc2cc(OCc3nn[nH]n3)ccc12	-18.3	-2.0	0.8	-11.4	-3.5	9.3	-1.2	6.8
Cc1ccc(S(=O)(=O)N2CCN(C(=O)COC(=O)CCc3ccccc3)CC2)c(C)c1	18.3	-2.5	14.7	22.6	-4.7	8.5	-1.1	19.9
Cc1ccsc1C1C(C#N)=C(N)OC2=C1C(=O)CCC2 (stereo not drawn)	0.6	-1.1	14.2	17.4	1.5	-10.3	1.3	24.2
CC(C)CC1Nc2ncnc(N3CCOCC3)c2N(Cc2ccc(Cl)cc2)C1=O (stereo not drawn)	-4.4	20.8	-3.4	24.3	-2.3	2.0	1.2	10.4
O=C(CCc1nnc(CCc2c[nH]c3ccccc23)o1)NC1CCC1	-76.6	1.6	-52.4	14.9	-3.0	-4.5	3.7	-71.7
O=C(NCc1ccco1)C(c1ccc(F)cc1)N(Cc1cccnc1)C(=O)Cn1nnc2ccccc21 (stereo not drawn)	5.3	-2.9	11.3	-2.2	-6.7	-9.0	-2.3	9.5
Cc1cc(OCCCn2ccnc2)ccc1[N+](=O)[O-]	-13.4	-2.4	26.4	-5.4	-3.2	-4.9	-0.8	1.0
O=C1CCC/C1=C/Nc1cccc(F)c1	-3.5	-0.8	-2.4	10.6	-2.5	1.9	0.0	-26.1
CC(=O)Nc1ccc(S(=O)(=O)N2CCSC2c2ccccc2)cc1 (stereo not drawn)	-0.7	-0.5	-16.9	18.0	3.1	1.5	0.9	-29.6
CN(CCOC(=O)/C=C/c1ccccc1)C(C)(C)C	-0.1	-2.5	-11.2	-0.7	-3.3	5.5	1.2	4.6
C[C@@H]1O[C@@H](O[C@H]2[C@H](Oc3cc(O)c4c(c3)O[C@H](c3ccc(O)cc3)CC4=O)O[C@H](CO)[C@@H](O)[C@@H]2O)[C@H](O)[C@H](O)[C@H]1O	8.7	-0.6	-10.5	14.0	0.3	4.1	0.3	9.1
O=C(NNC1=NS(=O)(=O)c2ccccc21)C1CC(=O)N(c2ccccc2)C1 (stereo not drawn)	6.4	-3.5	15.7	5.1	-0.3	0.8	0.1	13.3
COc1ccc(-n2ncc3c2CC(C)(C)CC3NC(=O)Cc2nonc2C)cc1 (stereo not drawn)	7.7	-3.1	2.9	16.4	-2.2	21.7	-1.8	5.6
O=C(O)COCC(=O)N1CCc2c([nH]c3ccccc23)C1C(F)(F)F (stereo not drawn)	19.6	0.1	7.5	3.5	-0.8	14.4	0.3	3.1
O=C(NNC(=S)NC1CCCCC1)c1ccc2c(c1)OCO2	-56.6	3.0	-14.2	12.8	-2.8	-10.8	3.5	-52.8

# Hits appear at their usual frequency; any-hit rate near 5%.
